Statin myotox sup – suppressors of simvastatin-induced myotoxicity in C2C12 myotubes; ATP luminescence, 48 h; scaled: DMSO 0, geranylgeraniol control 100; hit rate 0.78% among 330,000; rescue of ATP level, % at 7.49 µM; AID 602340;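 active = mean ATP rescue above about 67%, or every replicate alone reaching that limit, limit read from the data, passing the limit was not always enough; inconclusive = no clear call, values can overlap the other calls; inactive = mean under the limit and some replicate under it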;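 note: myotubes were challenged with 10 µM simvastatin during compound exposure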
SIRT5 block – inhibitors of human sirtuin-5 desuccinylase | Q9NXA8 | Purified SirT5, succinyl-peptide AMC, trypsin-coupled fluorescence | inhibition, % at 15 µM | hit rate 1.1% among 330,000 | AID 652115; in the data active = inhibition above about 15%; inconclusive = no clear call, values can overlap the other calls
Target sequence (Q9NXA8 whole entry, looked up): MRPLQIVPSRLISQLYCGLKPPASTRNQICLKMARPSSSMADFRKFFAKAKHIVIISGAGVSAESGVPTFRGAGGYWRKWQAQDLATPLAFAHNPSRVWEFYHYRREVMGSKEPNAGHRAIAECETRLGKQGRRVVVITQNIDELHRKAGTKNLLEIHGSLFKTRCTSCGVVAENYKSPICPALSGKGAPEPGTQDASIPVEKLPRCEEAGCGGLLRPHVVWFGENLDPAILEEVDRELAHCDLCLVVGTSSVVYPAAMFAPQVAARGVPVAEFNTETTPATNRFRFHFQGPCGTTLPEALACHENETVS
miR122 inh – inhibitors of miR-122 in Huh7 cells; hit rate 0.3% among 340,000; activation (reporter increase), % at 12.5 µM; Huh7 miR-122 Renilla luciferase sensor, 48 h; neutral wells = 0, positive control = 100;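 active = mean replicate activation score at least 90 and every replicate individually at or above 90; inconclusive = only one of the two criteria met; inactive = neither criterion met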;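 note: higher luciferase means less miR-122 activity so hits act as miR-122 inhibitors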
Cneo AK release – Cryptococcus neoformans lysis via adenylate kinase release | C. neoformans lysis, adenylate kinase release luminescence, 4 h; normalised: neutral wells 0, clomiphene wells 100 | lysis activity, % at 15 µM | hit rate 0.2% among 360,000 | AID 651654;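 active = mean lysis activity across replicates of at least 80%, whatever share of replicates individually reach that level; inactive = mean lysis activity below 80%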
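Test system: log-phase Cryptococcus neoformans yeast cells; Quantity: yeast cell density of 5 × 10^6 cells/mL; Buffer or medium: YPD; Doses: single compound concentration per well; Timing: 4 h at 37 °C static, read 1 h later; Measured by: AK luminescence; Read-out basis: lysis from increased AK signal; Control set: Clomiphene as positive control.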
ARNT-TACC3 inh – ARNT/TACC3 interaction disruption | AlphaScreen His-ARNT PAS-B/GST-TACC3 binding, luminescence; TACC3 fragment carries E629A point mutation | AID 623870 | hit rate 0.66% among 390,000 | inhibition, % at 9.99 µM;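 active = mean inhibition of replicates at least 50% and at least half of replicates each reaching 50%; inconclusive = half or more replicates reach 50% but mean below 50%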;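 note: 0% = complete ARNT plus TACC3 wells and 100% = ARNT alone without TACC3; many hits fall short of the cut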
ERp5 inh – ERp5 (human) disulfide isomerase inhibition; ERp5 insulin aggregation, absorbance 650 nm, 90 min; inhibition, % at 9.99 µM; hit rate 0.05% among 350,000; AID 651711;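 active = mean replicate inhibition above about 25%, with every replicate also reaching it, limit read from the data, passing the limit was not always enough; inconclusive = only one of those two criteria met; inactive = neither criterion met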
Target sequence (Q15084 whole entry, looked up): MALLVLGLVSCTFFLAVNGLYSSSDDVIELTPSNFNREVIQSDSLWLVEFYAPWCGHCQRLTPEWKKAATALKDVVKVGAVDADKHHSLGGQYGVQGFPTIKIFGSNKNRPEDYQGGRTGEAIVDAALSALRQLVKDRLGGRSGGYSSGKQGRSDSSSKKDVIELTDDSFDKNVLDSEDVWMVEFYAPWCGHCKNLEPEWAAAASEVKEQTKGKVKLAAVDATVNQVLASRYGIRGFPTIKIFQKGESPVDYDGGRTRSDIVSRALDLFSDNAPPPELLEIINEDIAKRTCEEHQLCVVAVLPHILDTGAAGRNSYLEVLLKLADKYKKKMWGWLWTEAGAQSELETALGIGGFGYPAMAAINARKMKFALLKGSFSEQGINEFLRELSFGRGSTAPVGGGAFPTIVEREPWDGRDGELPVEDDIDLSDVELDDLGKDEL
esBAF inh – blocks esBAF chromatin remodeling in mouse ES cells; Bmi1-luciferase knock-in reporter, 24 h; 100% = twice the neutral-well signal; reporter increase, % at 12.5 µM; hit rate 2% among 350,000; AID 602393; in the data active = activation above about 40%; inconclusive = no clear call, values can overlap the other calls;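 note: 0% = median of the plate's neutral control wells and 100% = double that signal; a rise in the Bmi1 reporter signal indicates esBAF inhibition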
* marks the source's active call; other numbers are inactive results; ? = inconclusive; nt = no result given; & = joins results of further samples; [ ] = dose if it differs, or a comment.

structure,SIRT5 block,miR122 inh,Statin myotox sup,esBAF inh,Cneo AK release,ARNT-TACC3 inh,ERp5 inh
N#Cc1ccccc1OCC(=O)Nc1cccc(S(=O)(=O)N2CCCC2)c1,2,nt,3,8,nt,nt,0
O=C(Nc1ccc(C(F)(F)F)cc1)C1CC(=O)N(c2ccc3c(c2)OCCO3)C1 (stereo unspecified),nt,nt,0,-12,1,-5,nt
Cc1ccc(N2C(=O)c3n[nH]c(C)c3C2c2cccnc2)cc1 (stereo unspecified),nt,2,nt,4,3,-3,nt
CC(=O)NCCC(=O)N(Cc1ccccc1)c1nc2c(C)cccc2s1,-1,-11,6,-4,7,-4,-5
O=c1c2cc3c(cc2[nH]c(=S)n1Cc1ccco1)OCO3,nt,2,1,-5,-4,-15,nt
CC(C)(C)OC(=O)NCc1ccc(NC(=O)c2nc[nH]c2C(=O)NCCCCCCNC(=O)c2[nH]cnc2C(=O)Nc2ccc(CNC(=O)OC(C)(C)C)cc2)cc1,nt,4,-106,-2,-6,-8,1
N#Cc1c(-c2ccco2)ccn(Cc2ccc(F)cc2)c1=O,0,1,4,-5,0,-5,-2
CCOC(=O)CC1=Nc2ccccc2NC(=O)C1,nt,4,0,-3,-1,-2,nt
CC(=O)N1CCCc2cc(S(=O)(=O)Nc3ccccc3C)ccc21,-4,35,4,-5,-1,-4,-4
O=C(NCc1nnc(SCC(=O)N2CCN(c3ccccc3)CC2)o1)c1ccccc1,-3,nt,2,9,4,-1,-7
Cc1sc2ncnc(Nc3ccc(N4CCOCC4)cc3)c2c1-c1ccccc1,0,nt,nt,nt,nt,15,-3
CCOc1ccc(NC(=O)c2ccc(NC(=O)CN3C(=O)C(=O)N(CC(C)C)C3=O)cc2)cc1,0,-1,-7,0,-1,-6,0
CN(C(=O)c1sc2nc(N3CCOCC3)c3c(c2c1N)CCCC3)c1ccccc1,-8,nt,nt,nt,nt,0,-1
COc1ccc(CC(=O)OCc2cc(=O)n3cc(Br)ccc3n2)cc1OC,-2,nt,nt,nt,nt,-10,2
COc1cc(CN/C(C)=C(\C#N)C(N)=O)cc(OC)c1OC,nt,nt,-22,1,4,-4,nt
Cc1cccc(NS(=O)(=O)c2cccc(C(=O)N3CCC3)c2)c1,5,33,6,1,1,-2,-6
Cc1ccc(-n2c(-c3ccc(Cl)cc3)n[nH]c2=S)cc1,0,0,-1,-1,-1,30,5
COc1ccc(C)cc1NC(=O)C(Sc1nnc(Nc2ccccc2F)s1)c1ccccc1 (stereo unspecified),3,nt,nt,nt,nt,-14,-6
CC(=O)c1cccc(NC(=O)N2CCc3ccccc3C2)c1,nt,5,3,?,-1,-28,nt
O=C(CSc1nnc(CNC(=O)c2cccs2)o1)Nc1ccc(Cl)cc1,-2,-2,5,4,-2,-2,-2
Fc1cccc(NCc2cn3ccccc3n2)c1,nt,-5,5,60*,1,3,nt
c1cncc(CN=C2Nc3ccccc3CS2)c1,1,2,nt,nt,nt,nt,5
CCOc1ccc(NC(=S)NCC(c2cccnc2)N2CCOCC2)cc1 (stereo unspecified),-5,8,-20,-3,-1,7,3
CCOc1ccc(NC(=O)C(=O)NCCCn2ccnc2)cc1,nt,-1,1,-4,2,-4,nt
CN(C)c1nc(=NCc2cccs2)ss1,-7,nt,nt,nt,nt,6,-8
COC(=O)c1cc(NC(=O)Nc2cc(OC)ccc2OC)cc(C(=O)OC)c1,nt,2,8,9,0,-2,nt
Brc1cc(-c2ccccc2)nc(-c2ccccc2)n1,-2,7,-4,-15,2,nt,-6
O=C(N[C@H]1C=C[C@@H](CC(=O)N2CCc3ccccc3C2)O[C@H]1CO)C1CCC1,1,nt,2,3,1,13,1
Cc1cc(=O)[nH]c(SCC(=O)Nc2c(C)n(C)n(-c3ccccc3)c2=O)n1,-5,-1,-16,3,0,-4,4
CC(C)n1nnnc1SCC(=O)NCc1ccco1,nt,-2,5,10,0,-3,nt
CCCNC(=O)[C@H]1[C@H](CO)[C@H]2Cn3c(ccc(-c4cccc(F)c4)c3=O)[C@@H]1N2CCC,-4,0[16.7 µM],-15,-7,-2,-10,0
CN(C(=O)c1ccc2c(=O)n3c(nc2c1)CCCCC3)c1cccc(Cl)c1,0,-2,-4,27,1,3,-1
C/C=C/c1ccc2c(c1)O[C@@H](CN(C)Cc1ccc(F)cc1)[C@@H](C)CN([C@@H](C)CO)S2(=O)=O,15,-2[16.7 µM],5,2,4,8,10
CCNc1nc(N)c(C(=O)C23CC4CC(CC(C4)C2)C3)s1,-1,-2,-25,4,0,-7,-4
CCC(=O)Nc1ccccc1C(=O)OCC(=O)c1ccccc1,nt,0,0,-18,1,-63,nt
CCC(=O)Nc1cccc(C(=O)/C=C/c2cccs2)c1,-5,2,-7,16,-2,-17,-6
COc1cccc(/C=C/C(=O)OCC(=O)c2ccc3c(c2)NC(=O)CO3)c1,-4,-3,-3,-2,3,0,-2
CC(C)NC(=O)c1cc(C(=O)c2cc(Cl)ccc2O)coc1=N,nt,-3,nt,nt,-2,1,nt
CCOC(=O)C1CCN(Cc2cn[nH]c2-c2ccccc2)CC1,nt,-10,7,-3,-1,7,nt
COc1ccc(-c2nc3cc(C)c(Br)c(C)n3c2Cc2ccccc2)cc1OC,-3,3,9,-10,-10,nt,1
Nc1cccc2c1C(=O)N(Cc1nnc(-c3ccccc3Br)o1)C2=O,-1,4,20,-2,-1,8,0
CN(Cc1ccccc1)C(=O)CN1C(=O)NC2(CCCc3sccc32)C1=O (stereo unspecified),nt,-6,3,-3,1,nt,4
COc1ccccc1C(=O)n1nc(-c2ccco2)nc1N,nt,4,-2,5,1,-10,nt
COc1ccc2c(c1)C(c1ccc([N+](=O)[O-])cc1)=NNC(c1ccco1)=N2,-1,10,3,1,1,-25,1
CCOC(=O)c1c(C)[nH]c(C)c1S(=O)(=O)Nc1ccc(CN2CCCCC2)cc1,8,17,-11,3,3,-5,nt
Cc1c(C(=O)N2CCOCC2)c(S(=O)(=O)Nc2ccc(Br)cc2F)c(C)n1C,13,30,6,-1,-1,6,-4
O=C(CN1CCN(CC(=O)Nc2ccc3c(c2)OC2(CCCCC2)O3)CC1)Nc1cccc(F)c1,0,nt,-24,-10,2,nt,5
CCOC(=O)c1c(C)n(-c2ccc(F)cc2)c2ccc(O)cc12,-2,4,-4,-1,7,-3,-4
C[C@@H]1CN([C@H](C)CO)C(=O)CCCn2nncc2CO[C@H]1CN(C)C(=O)c1ccc2ccn(C)c2c1,-4&-4,1,-5&0&8,-6&1&-1,3&-1,-3,-4&1
CC(=O)Nc1ccc(NC(=O)C2CCN(C(=O)NC3CCCCC3)CC2)cc1,nt,1,1,0,-1,-4,1
O=C(O)C1C(c2ccccc2)C(C(=O)Oc2ccc(O)cc2)C1c1ccccc1 (stereo unspecified),nt,-7,6,-4,-3,-4,nt
O=C(CN1CCN(c2ccccn2)CC1)Nc1cccc(S(=O)(=O)N2CCCC2)c1,-5,nt,nt,nt,nt,-5,5
Cc1ncn(C23CC4CC(CC(O)(C4)C2)C3)n1,nt,-2,-1,-4,0,-8,nt
Cc1noc(C)c1Cc1ccc(O)cc1,nt,-2,3,-2,0,1,nt
CO[C@H]1CN(C)C(=O)c2ccc(NS(C)(=O)=O)cc2OC[C@@H](C)N(CC2CCOCC2)C[C@H]1C,2,-4[16.7 µM],1,0,-3,-7,10
C[C@H]1CN([C@@H](C)CO)C(=O)Cc2cc(NS(=O)(=O)c3cccs3)ccc2O[C@@H]1CN(C)Cc1ccccc1,4,-7[16.7 µM],36,-1,1,2,19
Fc1ccc(COc2ccc(C(=S)N3CCCC3)cc2)cc1,-1,7,-36,27,1,10,1
CN1c2ccc(Br)cc2[C@H]2[C@H](CCN2C(=O)C2CC2)[C@@H]1CO,3,-3[16.7 µM],7,-1,8,0,4
Cc1ccc(C(=O)Oc2ccc(Cl)c3cccnc23)cc1[N+](=O)[O-],nt,-11,-4,8,1,17,nt
C[C@H]1CN([C@@H](C)CO)C(=O)c2cc(C3=CCCCC3)cnc2O[C@@H]1CN(C)Cc1ccccn1,-3,nt,16,-5,-1,3,4

(listing goes on)
structure,SIRT5 block,miR122 inh,Statin myotox sup,esBAF inh,Cneo AK release,ARNT-TACC3 inh,ERp5 inh
CCN1CCN(c2ccc(S(=O)(=O)N3CCCCC3)cc2NC(=O)Cc2ccc(Cl)c(Cl)c2)CC1,nt,0,-64,-1,-1,-9,nt
CCOc1ccc2nc(SCC(=O)c3cccs3)sc2c1,nt,2,-3,90*,2,-4,nt
O=C(NCC1CC1)C1Cc2c(-c3ccc(Cl)cc3)ccnc2O1 (stereo unspecified),-1,nt,nt,nt,-3,nt,3
CC1=NC(C)(C)Cc2c(C)cccc21,0,0,-3,4,6,13,1
COc1ccc(CC(=O)NNC(=O)c2ccoc2C)cc1OC,-4,-4,30,0,-1,8,-1
COc1ccccc1S(=O)(=O)N[C@H]1CC[C@H](CCNC(=O)C2CC2)O[C@@H]1CO,-6,nt,-1,1,-3,-5,-9
CC(C)N(Cc1nc(-c2ccccc2)no1)C(=O)c1ccc(Cl)cc1,1,0,29,-3,-3,-2,-2
CCc1cc(=O)oc2cc(OCC(=O)NCc3ccccn3)ccc12,-2,-4,-3,1,0,14,-5
COc1cccc(Nc2nc(-c3cccc(N4C(=O)c5ccccc5C4=O)c3)cs2)c1,nt,6,-27,?,-3,-8,nt
O=C(Nc1nc2c(Br)cc(Br)cc2c(=O)s1)c1ccco1,-4,-7,nt,nt,1,-3,0
Fc1ccccc1NC(=S)Nc1ccc(CN2CCOCC2)cc1,2,nt,nt,nt,nt,-17,0
CCOc1ccc(S(=O)(=O)Nc2ccc(C(=O)NNC(=O)c3ccncc3)cc2)cc1,-4,3,nt,nt,nt,-2,-1
C[C@@H]1CN([C@@H](C)CO)C(=O)c2cccc(NS(=O)(=O)c3ccc(Cl)cc3)c2O[C@@H]1CN(C)Cc1ccc2c(c1)OCO2,-2,4[16.7 µM],-8,-1,-2,-2,8
O=C(O)c1cccc(Cn2c(Cl)c(/C=N/NC(=O)c3ccccc3Cl)sc2=O)c1,nt,0,10,-3,-1,42,nt
COc1cc[n+]([O-])cc1[N+](=O)[O-],nt,-2,1,-7,0,-4,-7
CCNC(=O)NC(=O)C(C)Sc1nnc(COc2ccccc2Cl)o1 (stereo unspecified),nt,-1,28,9,0,0,nt
O=C(Cn1nc(CNc2ccc(Cl)cc2)[n+]2c1CCCCC2)c1ccc(Br)cc1,nt,-8,nt,nt,16,9,nt
COc1ccc(CN(C)C[C@H]2Oc3c(NS(=O)(=O)c4cccs4)cccc3C(=O)N([C@H](C)CO)C[C@@H]2C)cc1,-4,46[16.7 µM],nt,2,6,-4,18
O=C(C[C@H]1CC[C@H](NS(=O)(=O)c2ccc(F)cc2)[C@@H](CO)O1)NCc1ccc(Cl)c(Cl)c1,0,-5[16.7 µM],23,16,-8,4,1
CCOc1ccccc1NC(=O)CCS(=O)(=O)c1ccc(OC)cc1,-4,nt,nt,nt,nt,0,-3
O=C(COC(=O)c1ccccc1C(=O)N1CCN(c2ccccc2)CC1)NCc1ccccc1,-1,0,-2,-1,-1,4,-5
COc1c(/C=N/Nc2ccc(C(=O)O)cc2)c(CCN(C)C(C)=O)cc2c1OCO2,4,nt,nt,nt,nt,6,-1

Compounds as they come. About 4% of those tested had a hit in this group.
